EBI2 antag – EBI2 (human) antagonism; inhibition, % at 5 µM; AID 651636; EBI2 beta-arrestin recruitment, luminescence, 7a,25-OHC stimulated; 0.81% of 360,000 active; in the data active = inhibition above about 38%;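 note: enzyme fragment complementation signal reports receptor beta-arrestin coupling in cells; 0% = agonist plus DMSO wells and 100% = wells without agonist; some results beyond the cut were filed as inactive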
CXCR6 block – CXCR6 (human) receptor inhibition | inhibition, % at 20 µM | 0.36% of 360,000 active | CHO-K1 PathHunter CXCR6 beta-arrestin, luminescence; in the data active = inhibition above about 34%, passing the limit was not always enough;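 note: antagonist mode with CXCL16 agonist at 10 nM final; 0% = 10 nM CXCL16 with DMSO and 100% = unstimulated wells without agonist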
Mdm2-MdmX inh – disrupts the human Mdm2-MdmX interaction | inhibition, % at 8 µM | O15151+Q00987 | SaOS-2 split-luciferase Mdm2/MdmX complementation, luminescence | 3% of 330,000 active;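 active = inhibition of at least 50% at 8 µM in the primary screen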
Target sequence (O15151 whole entry, looked up): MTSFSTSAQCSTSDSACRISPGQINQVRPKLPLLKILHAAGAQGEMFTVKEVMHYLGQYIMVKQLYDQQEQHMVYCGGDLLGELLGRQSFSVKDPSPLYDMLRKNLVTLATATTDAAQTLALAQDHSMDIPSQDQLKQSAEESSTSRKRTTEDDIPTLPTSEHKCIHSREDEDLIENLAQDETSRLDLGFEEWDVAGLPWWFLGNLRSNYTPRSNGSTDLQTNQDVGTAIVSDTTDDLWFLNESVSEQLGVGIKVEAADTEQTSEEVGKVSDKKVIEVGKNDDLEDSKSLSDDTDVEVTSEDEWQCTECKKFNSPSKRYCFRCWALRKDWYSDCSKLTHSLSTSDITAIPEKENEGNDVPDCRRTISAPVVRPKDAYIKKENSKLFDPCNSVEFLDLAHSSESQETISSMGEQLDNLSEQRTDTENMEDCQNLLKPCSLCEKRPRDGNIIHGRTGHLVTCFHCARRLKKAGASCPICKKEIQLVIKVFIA
Target sequence (Q00987 whole entry, looked up): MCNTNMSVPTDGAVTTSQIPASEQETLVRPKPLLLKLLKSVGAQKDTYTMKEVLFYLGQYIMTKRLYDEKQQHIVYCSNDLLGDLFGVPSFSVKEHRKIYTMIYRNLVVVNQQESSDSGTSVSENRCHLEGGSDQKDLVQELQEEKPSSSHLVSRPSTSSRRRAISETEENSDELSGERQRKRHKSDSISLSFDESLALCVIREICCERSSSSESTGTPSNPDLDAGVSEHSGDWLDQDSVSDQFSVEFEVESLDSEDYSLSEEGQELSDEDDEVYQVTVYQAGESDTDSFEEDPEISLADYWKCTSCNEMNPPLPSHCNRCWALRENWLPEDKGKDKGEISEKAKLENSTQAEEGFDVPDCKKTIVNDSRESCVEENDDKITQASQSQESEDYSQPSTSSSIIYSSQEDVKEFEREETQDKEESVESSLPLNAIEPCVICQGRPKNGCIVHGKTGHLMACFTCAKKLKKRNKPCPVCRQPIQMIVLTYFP
APJ ag – agonists of human APJ apelin receptor; CHO-K1 APJ PathHunter beta-arrestin, luminescence; 0% DMSO wells, 100% apelin; activation, % at 20 µM; AID 2520; 0.11% of 330,000 active;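 active = activation more than six SD over the plate average, tested at 20 µM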;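 note: 0% = DMSO alone and 100% = apelin-13 at 10 nM; some results filed as inactive read as strong as hits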
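Assay system: engineered CHO-K1 APJ arrestin reporter cells; Amount: 1000 CHO-K1 reporter cells seeded per well; Dosing: one dose, 20 µM compound, 1% DMSO; Times: compound stimulation 90 min at 25 °C, detection 60 min; Measured by: luminescent beta-gal fragment complementation, chemiluminescent substrate; Read-out: APJ–arrestin association signal; Controls: DMSO vs Apelin-13 10 nM.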
CCR6 antagonist – CCR6 (human) receptor antagonism; 0.49% of 340,000 active; P51684; inhibition, % at 20 µM; CHO-K1 CCR6 PathHunter beta-arrestin, luminescence, CCL20-stimulated;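 active = compounds whose inhibition of the agonist-driven luminescence signal at 20 µM reaches about 50%, limit read from the data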;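 note: cells stimulated with CCL20 at 14 nM final; plate controls were DMSO with CCL20 for no effect and DMSO without agonist for full effect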
APJ antagonist – antagonists of human APJ apelin receptor. inhibition, % at 20 µM. P35414. AID 2521. 0.32% of 330,000 active. CHO-K1 APJ beta-arrestin complementation, luminescence;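 active = inhibition above about 40% at 20 µM, limit read from the data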;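 note: cells challenged with 10 nM apelin-13 agonist together with compound; plate controls were apelin-13 plus DMSO wells for no effect and DMSO wells lacking apelin-13 for full effect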
XBP1 UPR activ – adaptive UPR (XBP1) activation. CHO-XBP1 luciferase reporter, IRE1-XBP1 UPR activation, luminescence; percent of tunicamycin response, DMSO as zero. activation, % at 20 µM. 0.33% of 330,000 active. AID 463104;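 active = versus positive control, 20 µM dose yields 30% or more activation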;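 note: 100% = tunicamycin at 10 µg/mL and 0% = DMSO only wells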
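Material: CHO-XBP1 cells stably carrying IRE1-XBP1-driven luciferase reporter | Medium: F12 with 10% serum | Compound dosing: 20 µM single concentration, DMSO 1% | Incubation: Overnight seeding at 37 °C, 6 h compound treatment at 37 °C | Detection: Steady-Glo luminescence read | Read-out basis: % activation of reporter signal versus tunicamycin and DMSO controls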
UPR CHOP act – apoptotic UPR (CHOP) activation; CHO-CHOP luciferase reporter, luminescence; percent of tunicamycin response over DMSO baseline; activation, % at 10 µM; 0.34% of 330,000 active; AID 449763;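 active = at 10 µM dose, activation of 40% or more, normalized to positive control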;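 note: 100% = tunicamycin at 10 µg/mL and 0% = DMSO alone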
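Assay system: CHO cells with stable CHOP pathway luciferase reporter; Buffer or medium: F12 plus 10% serum; Times: 16-18 h cell attachment, then 6 h compound exposure, 37 °C; Signal: luciferase luminescence; Read-out basis: percent activation relative to tunicamycin control; Control set: tunicamycin high control, DMSO low control.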
tim23-1 inh – inhibits growth of tim23-1 mutant yeast; 1.3% of 330,000 active; inhibition, % at 20 µM; S. cerevisiae tim23-1 growth, BacTiter-Glo luminescence, 24 h;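 active = growth inhibition of the mutant yeast at or above 50%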;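 note: temperature-sensitive mutant grown at 25 °C; plate controls were DMSO-treated mutant yeast for no effect and medium wells lacking yeast for full effect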
An asterisk follows results filed as active.

NC1=NC2(CCCCC2)N(c2cccc(Cl)c2)C(N)=N1 was read as EBI2 antag -12, CXCR6 block -7, Mdm2-MdmX inh -20, APJ ag -2, CCR6 antagonist -3, APJ antagonist 3, XBP1 UPR activ 2, UPR CHOP act 1.8 and tim23-1 inh 1.
Screening CCOC(=O)c1[nH]c2ccc(OC)cc2c1NC(=O)c1ccccc1C(=O)O returned EBI2 antag 9, CXCR6 block 2, Mdm2-MdmX inh 5, APJ ag -1, CCR6 antagonist 5, APJ antagonist -4, XBP1 UPR activ 6, UPR CHOP act 0.5 and tim23-1 inh -3.
For O=C(O)C1C2C=CC(O2)C1C(=O)Nc1ccc2c(c1)OCCO2 (stereo unspecified) the results were Mdm2-MdmX inh 24, APJ ag -4, APJ antagonist 7, XBP1 UPR activ -7, UPR CHOP act -5.7 and tim23-1 inh -2.
Screening Cc1cc(C)cc(NC(=O)CN2CCN(c3ncccn3)CC2)c1 returned EBI2 antag 10, CXCR6 block 1, Mdm2-MdmX inh 24, APJ ag -4, CCR6 antagonist -20, APJ antagonist 26, XBP1 UPR activ -3, UPR CHOP act -1.4 and tim23-1 inh 23.
Screening Cc1nc2c(C)cccn2c(=O)c1NC(=O)COc1ccccc1 returned EBI2 antag -2, CXCR6 block 9, Mdm2-MdmX inh 23, APJ ag -1, CCR6 antagonist -2, APJ antagonist 19, XBP1 UPR activ -3, UPR CHOP act 0.1 and tim23-1 inh 10.
For Cc1noc(NS(=O)(=O)c2ccc(NC(=O)C34CC5CC(C3)CC(n3cnc(Cl)n3)(C5)C4)cc2)c1C the results were EBI2 antag -6, CXCR6 block 4, Mdm2-MdmX inh 5, APJ ag -3, CCR6 antagonist 4, APJ antagonist 5, XBP1 UPR activ -3, UPR CHOP act -0.8 and tim23-1 inh 14.
CC(=O)c1nnn(-c2ccc([N+](=O)[O-])cc2C)c1C was read as EBI2 antag 4, CXCR6 block 0, Mdm2-MdmX inh 16, APJ ag -1, CCR6 antagonist 1, APJ antagonist -32, XBP1 UPR activ -4, UPR CHOP act -1.5 and tim23-1 inh 1.
Screening CCN1C(=O)[C@H]2[C@@H](c3ccc(OC)cc3)N3C(=O)CN(Cc4ccccc4)C(=O)[C@@]3(Cc3ccccc3)[C@H]2C1=O returned EBI2 antag 3, CXCR6 block 8, Mdm2-MdmX inh 6, APJ ag -7, CCR6 antagonist -5, APJ antagonist 2, XBP1 UPR activ 1, UPR CHOP act -0.9 and tim23-1 inh -1.
Screening COCC(=O)N/N=C(\C)CC(=O)Nc1ccccc1C(N)=O returned EBI2 antag 1, CXCR6 block 8, Mdm2-MdmX inh -11, APJ ag 1, CCR6 antagonist 9, APJ antagonist 6, XBP1 UPR activ -3, UPR CHOP act 0.6 and tim23-1 inh 11.
For CCn1c(SCC(=O)c2c(N)n(C3CC3)c(=O)[nH]c2=O)nnc1-c1ccccc1OC the results were EBI2 antag -1, CXCR6 block 6, Mdm2-MdmX inh 23, APJ ag -4, CCR6 antagonist -5, APJ antagonist -4, XBP1 UPR activ -2, UPR CHOP act 0.2 and tim23-1 inh -8.
Screening CCOC(=O)c1c(NC(=O)COc2ccccc2C#N)sc2c1CC(C)(C)NC2(C)C returned EBI2 antag -33, CXCR6 block -8, Mdm2-MdmX inh 51*, APJ ag 6, CCR6 antagonist -3, APJ antagonist -1, XBP1 UPR activ 0, UPR CHOP act 2.5 and tim23-1 inh 7.
CC(C)(C)C(=O)N(Cc1ccc(Cl)cc1)Cc1cccnc1 was read as EBI2 antag 3, CXCR6 block 0, Mdm2-MdmX inh -9, APJ ag -3, CCR6 antagonist 13, APJ antagonist 19, XBP1 UPR activ -2, UPR CHOP act 1.3 and tim23-1 inh -58.
`O=C1NC2(CCCC2)C(=O)N1CC(=O)N(Cc1ccccc1)c1ccccc1` gave EBI2 antag 10, CXCR6 block 1, Mdm2-MdmX inh 20, APJ ag -9, CCR6 antagonist 12, APJ antagonist 0, XBP1 UPR activ -2, UPR CHOP act -0.4 and tim23-1 inh 9.
Screening NCCCC(=O)O returned EBI2 antag 1, CXCR6 block 0, Mdm2-MdmX inh -18, APJ ag -5, CCR6 antagonist -4, APJ antagonist -1, XBP1 UPR activ -10, UPR CHOP act -0.2 and tim23-1 inh 4.
`O=C(c1cc(-c2ccco2)nn1-c1cccc(Cl)c1)N1CCCCC1` gave EBI2 antag 9, CXCR6 block 20, Mdm2-MdmX inh 1, APJ ag -14, CCR6 antagonist 38, APJ antagonist 27, XBP1 UPR activ -2, UPR CHOP act 0.5 and tim23-1 inh 41.
Screening COc1cccc(/C=N/NC(=O)CCCC(=O)Nc2ccc(Br)cc2)c1 returned EBI2 antag 1, CXCR6 block -9, Mdm2-MdmX inh 14, APJ ag -2, CCR6 antagonist 2, APJ antagonist 10, XBP1 UPR activ 1, UPR CHOP act 6.2 and tim23-1 inh 12.
Screening COC(=O)C[C@H]1c2cc(C(F)(F)F)ccc2S(=O)(=O)N1Cc1ccccc1 returned EBI2 antag 12, CXCR6 block -5, Mdm2-MdmX inh -3, APJ ag 7, CCR6 antagonist 12, APJ antagonist -6, XBP1 UPR activ -1, UPR CHOP act -0.8 and tim23-1 inh 18.
`Cc1cc(NC(=O)C(C)SCC(=O)N(C)CC(=O)Nc2ccccc2C(F)(F)F)no1` (stereo unspecified) gave EBI2 antag -6, CXCR6 block 3, Mdm2-MdmX inh 18, APJ ag -7, CCR6 antagonist 8, APJ antagonist -32, XBP1 UPR activ -1, UPR CHOP act -0.7 and tim23-1 inh -11.
Screening COc1cc(/C=N/NC(=O)CNC(=O)c2ccc3c(c2)OCCO3)ccc1O returned EBI2 antag -9, CXCR6 block 6, Mdm2-MdmX inh -23, APJ ag -3, CCR6 antagonist 7, APJ antagonist -5, XBP1 UPR activ 0, UPR CHOP act 1.8 and tim23-1 inh -2.
CCOC(=O)CCCc1ccc(/C(C)=N/NC(N)=S)cc1 was read as EBI2 antag 10, CXCR6 block -5, Mdm2-MdmX inh 9, APJ ag 1, CCR6 antagonist 15, APJ antagonist -6, XBP1 UPR activ 3, UPR CHOP act 12 and tim23-1 inh 40.
Screening CCOC(=O)c1ccc(NC(=S)Nc2ccccc2N)cc1 returned Mdm2-MdmX inh -11, APJ ag 12, APJ antagonist -59, XBP1 UPR activ 5, UPR CHOP act 2.8 and tim23-1 inh 9.
`Cc1nc2ccccc2c(=O)n1/N=C/c1ccccc1O` gave EBI2 antag 2, CXCR6 block -5, Mdm2-MdmX inh -26, APJ ag -3, CCR6 antagonist 5, APJ antagonist 3, XBP1 UPR activ 2, UPR CHOP act 3.3 and tim23-1 inh 26.
`O=S(=O)(NCCC1=CCCCC1)c1ccccc1Br` gave EBI2 antag 11, CXCR6 block 1, Mdm2-MdmX inh 16, APJ ag -8, CCR6 antagonist 14, APJ antagonist 8, XBP1 UPR activ -1, UPR CHOP act 0.0 and tim23-1 inh 33.
For O=C(O)c1cccc(NC(=O)c2cc(NC(=O)c3ccccc3)cc(NC(=O)c3ccccc3)c2)c1 the results were EBI2 antag -10, CXCR6 block -2, Mdm2-MdmX inh -6, APJ ag 2, CCR6 antagonist 4, APJ antagonist -1, XBP1 UPR activ -3, UPR CHOP act -0.7 and tim23-1 inh 10.
Screening O=C(CN(c1ccccc1F)S(=O)(=O)c1ccccc1)Nc1ccccc1C(=O)N1CCOCC1 returned EBI2 antag -7, CXCR6 block -7, Mdm2-MdmX inh -12, APJ ag 1, CCR6 antagonist 5, APJ antagonist 6, XBP1 UPR activ -1, UPR CHOP act 0.0 and tim23-1 inh 15.
Cc1cccc(C(=O)OC(C)CN2C(C)CCCC2C)c1 (stereo unspecified) was read as EBI2 antag 5, CXCR6 block 7, Mdm2-MdmX inh 9, APJ ag -4, CCR6 antagonist 9, APJ antagonist -2, XBP1 UPR activ -3, UPR CHOP act -0.7 and tim23-1 inh 12.
Cc1c(C(=O)NCc2ccc3c(c2)OCO3)oc2ccc(S(=O)(=O)N3CCC(C)CC3)cc12 was read as EBI2 antag 5, CXCR6 block -2, Mdm2-MdmX inh 32, APJ ag 8, CCR6 antagonist 3, APJ antagonist -7, XBP1 UPR activ -1, UPR CHOP act 3.0 and tim23-1 inh 16.
Screening CC(C)Cn1c(=O)c2sccc2n2c(CCCC(=O)N3CCC(N4CCCCC4)CC3)nnc12 returned EBI2 antag -10, CXCR6 block 4, Mdm2-MdmX inh 5, APJ ag -1, CCR6 antagonist 7, APJ antagonist -6, XBP1 UPR activ -1, UPR CHOP act 1.1 and tim23-1 inh 6.
`Cc1nc2ccc(NC(=O)C(F)(F)F)cc2o1` gave EBI2 antag -1, CXCR6 block -8, Mdm2-MdmX inh -25, APJ ag -2, CCR6 antagonist -5, APJ antagonist -9, XBP1 UPR activ 3, UPR CHOP act 0.3 and tim23-1 inh -10.
`Cc1c(NC(=O)c2cccc(NC(=O)COc3cccc(Br)c3)c2)c(=O)n(-c2ccccc2)n1C` gave EBI2 antag -5, CXCR6 block 0, Mdm2-MdmX inh 16, APJ ag -1, CCR6 antagonist 6, APJ antagonist 15, XBP1 UPR activ 0, UPR CHOP act 1.5 and tim23-1 inh 1.
For CN(C)C=Nc1c(C(=O)c2ccccc2)sc2nccc(N(C)C)c12 the results were EBI2 antag -3, CXCR6 block 0, Mdm2-MdmX inh 38, APJ ag -4, CCR6 antagonist 7, APJ antagonist 7, XBP1 UPR activ -2, UPR CHOP act -2.6 and tim23-1 inh 31.
`CC(c1ccccc1)C(Cc1nc2ccccc2[nH]1)c1nc2ccccc2[nH]1` (stereo unspecified) gave Mdm2-MdmX inh 33, APJ ag 0, APJ antagonist -17, XBP1 UPR activ -2, UPR CHOP act -2.2 and tim23-1 inh 22.
Screening CCOC(=O)N1CCN(C(=O)C(CC)n2nc(C)c3sc4ccccc4c3c2=O)CC1 (stereo unspecified) returned EBI2 antag -3, CXCR6 block -5, Mdm2-MdmX inh 29, APJ ag -6, CCR6 antagonist 0, APJ antagonist 18, XBP1 UPR activ -8, UPR CHOP act -2.8 and tim23-1 inh 11.
For COc1ccc(C(=O)O)cc1S(=O)(=O)NCCCN1CCCC1=O the results were EBI2 antag -6, CXCR6 block -1, Mdm2-MdmX inh 15, APJ ag -2, CCR6 antagonist -22, APJ antagonist -25, XBP1 UPR activ -1, UPR CHOP act -2.8 and tim23-1 inh 10.
Screening COCCNC(=O)C(c1ccc(C)o1)N(C(=O)c1snc(C(N)=O)c1N)c1cccc(C)c1 (stereo unspecified) returned EBI2 antag -4, CXCR6 block 2, Mdm2-MdmX inh -28, APJ ag 0, CCR6 antagonist 5, APJ antagonist 5, XBP1 UPR activ -1, UPR CHOP act -2.0 and tim23-1 inh 19.

An excerpt (hit frequency here may not be typical).
